Assay outcomes deposited in PubChem by several laboratories.
RTF Ca sens inh = cardiac RTF calcium desensitization. 340,000 tested, 0.12% active. P19429+P45379. inhibition, % at 7.15 µM. IANBD-labeled cardiac RTF, Ca2+ fluorescence;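 active = inhibition above the mean inhibition of all tested compounds plus 3 SD, cut at about 17% in these data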;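 also: assay run at fixed EC70 calcium of 1.6 mM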
MOR-DOR inv ag = inverse agonist of human OPRM1-OPRD1 heterodimerization; P35372+P41143; cell-based MOR-DOR heterodimer luminescence, inverse agonism; inhibition, % at 9.3 µM; 340,000 tested, 0.21% active; AID 504357; in the data active = inhibition above about 22%, passing the limit was not always enough;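 also: 0% = cells with DMSO and 100% = wells without cells with DMSO; values of inactives mirror those of a sister screen read the other way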
Target sequence (P35372 whole entry, looked up): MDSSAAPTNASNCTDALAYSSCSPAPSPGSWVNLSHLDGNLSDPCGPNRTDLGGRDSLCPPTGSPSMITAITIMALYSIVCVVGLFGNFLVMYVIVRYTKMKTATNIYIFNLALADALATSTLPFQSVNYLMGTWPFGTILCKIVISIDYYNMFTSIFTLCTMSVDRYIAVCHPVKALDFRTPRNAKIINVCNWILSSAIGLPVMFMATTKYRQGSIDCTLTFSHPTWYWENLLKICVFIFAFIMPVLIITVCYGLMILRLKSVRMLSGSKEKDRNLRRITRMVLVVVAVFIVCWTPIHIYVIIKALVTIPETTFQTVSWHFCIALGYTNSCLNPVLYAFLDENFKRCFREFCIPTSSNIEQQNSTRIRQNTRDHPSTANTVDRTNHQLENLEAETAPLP
Target sequence (P41143 whole entry, looked up): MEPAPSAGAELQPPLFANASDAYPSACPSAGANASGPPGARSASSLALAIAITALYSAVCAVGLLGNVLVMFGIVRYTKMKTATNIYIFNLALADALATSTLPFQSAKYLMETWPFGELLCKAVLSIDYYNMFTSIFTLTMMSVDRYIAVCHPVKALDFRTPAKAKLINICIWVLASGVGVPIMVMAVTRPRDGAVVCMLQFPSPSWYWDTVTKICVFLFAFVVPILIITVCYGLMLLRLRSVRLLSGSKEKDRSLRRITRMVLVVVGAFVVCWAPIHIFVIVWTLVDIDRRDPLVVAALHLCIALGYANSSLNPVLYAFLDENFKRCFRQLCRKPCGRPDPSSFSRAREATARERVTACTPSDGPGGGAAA
HTR5A ag ctr = counter-screen for OPRM1-OPRD1 agonists: human HTR5A agonism. P47898. 340,000 tested, 0.61% active. activation, % at 9.3 µM. HTR5A agonist assay, luminescence, cell-based; in the data active = activation mostly above about 9.5%, no sharp cut-off; inactive = mostly below about 7.6%;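 also: 0% = cells with vehicle only and 100% = reference agonist; strong numbers were not always called active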
HTR5A inv ctr = HTR5A inverse agonism, opioid heterodimer counter-screen. P47898. AID 504634. 340,000 tested, 0.083% active. HTR5A cell line, luminescence. inhibition, % at 9.3 µM; in the data active = inhibition mostly above about 23%, no sharp cut-off; inactive = mostly below about 18%;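 also: 0% = cells with DMSO and 100% = no-cell wells with DMSO; some compounds called inactive have numbers as strong as hits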
MOR-DOR ag = agonists of human mu-delta opioid receptor heterodimerization. cells, OPRM1-OPRD1 heterodimerization, luminescence. AID 504326. 340,000 tested, 0.3% active. activation, % at 9.3 µM. P35372+P41143; in the data active = activation above about 18%;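 also: 0% = vehicle-treated cells and 100% = reference agonist; values of inactives mirror those of a sister screen read the other way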
C-LANA FP = inhibitors of KSHV LANA C-terminal domain DNA binding; inhibition, % at 9 µM; AID 504423; MBP-C-LANA/FAM-LBS DNA binding, fluorescence polarization; 340,000 tested, 0.078% active;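 active = highest replicate inhibition at or above 60% at 9 µM, even if other replicates fall short; inactive = all replicates below 60% inhibition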;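 also: 0% = neutral control wells and 100% = 4 µM acridine orange control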
CAL PDZ FP = inhibitors of human CAL PDZ peptide binding; purified CAL PDZ, TMR-peptide fluorescence polarization, 1 h; inhibition, % at 24.9 µM; 300,000 tested, 0.92% active;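 active = mean inhibition of at least 30% with at least half of replicates also reaching 30%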;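 also: 0% = DMSO neutral control and 100% = excess unlabeled competitor peptide PRC23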
Keap1 Nrf2 FP = inhibitors of human Keap1-Nrf2 protein-protein interaction; Q14145; Keap1 Kelch-Nrf2 peptide fluorescence polarization, 1536-well; inhibition, % at 9.4 µM; 340,000 tested, 0.15% active; AID 504523; in the data active = inhibition above about 12%;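 also: human Keap1 Kelch domain with fluorescein labeled Nrf2 9mer peptide probe; 0% = neutral control wells and 100% = peptide positive control; higher means more block of Keap1 binding to Nrf2 peptide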
V-ATPase pHluor = regulators of yeast V-ATPase proton transport. S. cerevisiae, pHLuorin cytosolic pH fluorescence. response, % at 10 µM. 350,000 tested, 0.37% active. AID 504577; in the data active = response mostly above about 7.3%, no sharp cut-off; inactive = mostly below about 5.4%; also: actives read high; inactives centre near 0; some compounds called inactive have numbers as strong as hits; reference of the scale not given here
cardiac RTF act = increases calcium sensitivity of human cardiac regulated thin filaments; P19429+P45379; IANBD-labeled TnC RTF fluorescence at EC20 calcium; 0% EC20 calcium, 100% full calcium; activation, % at 7.2 µM; 340,000 tested, 0.24% active; AID 493008;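 active = activation above the mean over all tested compounds plus 3 SD, cut at about 30% in these data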;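 also: rise in fluorescence read as greater calcium sensitivity of cardiac thin filaments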
Starred values were filed as active, the others as inactive; . = not tested or not shown.

SMILES | RTF Ca sens inh | MOR-DOR inv ag | HTR5A ag ctr | HTR5A inv ctr | MOR-DOR ag | C-LANA FP | CAL PDZ FP | Keap1 Nrf2 FP | V-ATPase pHluor | cardiac RTF act
C=CCc1ccccc1OCC(=O)N/N=C/c1ccccc1OCC | -7 | -15 | -1 | 4 | 3.0 | -1.7 | -2 | -3 | 4 | 3
O=C(CN(C(=O)C1CSC(=O)C1)c1cccc(F)c1)NC1CCCC1 (stereo unspecified) | 3 | 12 | 5 | -5 | -2.3 | -0.1 | . | 0 | 2 | -1
COc1ccc(-c2csc(Nc3ccccc3)[n+]2Cc2ccccc2)cc1 | -3 | 5 | 10 | -4 | -1.0 | -1.0 | 4 | -7 | -2 | -2
O=C(NCc1ccc(Cl)cc1)C1CCN(S(=O)(=O)N2CCOCC2)CC1 | 0 | 15 | 6 | 16 | -2.9 | 0.1 | -1 | -1 | 0 | 3
N#Cc1nc(Cc2cccc3ccccc23)oc1N1CCOCC1 | -2 | 5 | 2 | 2 | -0.9 | 0.5 | 0 | -1 | -5 | -3
COc1ccc(Cl)cc1NC(=O)C(C)OC(=O)Cn1cc(C(F)(F)F)ccc1=O (stereo unspecified) | -7 | 12 | 0 | 0 | -2.9 | 4.6 | 0 | 6 | -3 | 5
O=C(/C=C/c1ccc(S(=O)(=O)NCc2ccco2)cc1)N1CCN(c2ccccc2)CC1 | 6 | 12 | 6 | 3 | -2.4 | -0.3 | -5 | -5 | 2 | -2
N=c1c(S(=O)(=O)c2ccc(Br)cc2)cc2c(=O)n3ccccc3nc2n1C1CCCCC1 | 1 | 14 | -4 | 16 | -2.7 | 3.9 | -1 | -1 | -2 | -1
O=C(CCC(=O)N(CC(=O)NC1CCCC1)Cc1ccc2c(c1)OCO2)Nc1ccccn1 | -3 | 15 | 2 | 20 | -3.4 | -0.2 | -2 | -2 | -5 | -4
CSc1nc(N)n2nc(C(C)(C)C)cc2n1 | -1 | 11 | 3 | 18 | -2.0 | -0.3 | 15 | 0 | 0 | 3
O=C/C(=C\Nc1ccc(Br)cc1)c1nc2ccccc2o1 | -3 | -3 | -1 | -6 | 0.6 | 0.7 | . | 0 | 8.9* | -2
CCN(CC)C(=O)[C@H]1C[C@H](CC(=O)NCCN2CCOCC2)C(=O)N2CCc3c([nH]c4cc(-c5ccco5)ccc34)[C@]12C | -6 | 5 | 0 | 0 | -1.1 | 2.9 | -2 | -7 | -2 | 3
O=C(CC12CC3CC(CC(C3)C1)C2)NCc1ccc(F)cc1 | -3 | -30 | 1 | -2 | 6.5 | -0.9 | -4 | -1 | -1 | -2
Cc1cccc(C)c1OCCCCCNCCO | 0 | -9 | 1 | -3 | 1.5 | 2.7 | -1 | 1 | 2 | 0
O=C(NCC(=O)N1CCN(c2ccccc2)CC1)c1ccccc1 | 9 | 10 | -4 | 14 | -2.2 | 0.1 | 2 | 3 | -1 | -3
CC(C)(C)n1nnnc1C(c1ccc(C(F)(F)F)cc1)N(Cc1ccccc1)Cc1ccco1 (stereo unspecified) | 3 | 10 | 2 | -6 | -1.7 | 0.8 | 0 | -8 | 0 | 0
COc1ccc(C(CNC(=O)CNS(=O)(=O)c2ccc(NC(C)=O)cc2)N2CCOCC2)cc1 (stereo unspecified) | -2 | 11 | -1 | -3 | -1.7 | 0.8 | -6 | 0 | 2 | 0
OCC[C@@H]1C[C@H](O)[C@@H](O)[C@@]2(Cc3ccccc3O2)O1 | -12 | -4 | 2 | -6 | 0.8 | 3.4 | -3 | 3 | 9 | -5
O=C(Nc1ccccc1O)c1csc2c1CCCC2 | -5 | -15 | -5 | 14 | 3.2 | 0.0 | 15 | 0 | 1 | -6
Cc1ccc(S(=O)(=O)CC(=O)NCc2ccc(Cl)cc2)cc1 | 6 | 18 | -3 | 7 | -4.6 | 0.3 | -3 | -4 | 0 | -4
Cc1cc(C)c(NC(=O)COc2nc3ccccc3nc2C)c(C)c1 | -3 | 7 | 2 | -6 | -1.1 | 0.0 | 0 | -2 | 2 | 1
CN(C)S(=O)(=O)c1ccc(N=Cc2c(C(F)(F)F)[nH][nH]c2=O)cc1 | 0 | 18 | 2 | -14 | -2.8 | 1.9 | 0 | -1 | -4 | -5
COCCn1c(SCC(=O)N2CCCCC2)nc2c(c1=O)SC(C)C2 (stereo unspecified) | -3 | 9 | 0 | -2 | -1.8 | -1.5 | 1 | -2 | 2 | -6
CCOC(=O)C1=NNC(C(=O)c2ccc(C)cc2)C1c1ccc(OC)cc1 (stereo unspecified) | -1 | 2 | 2 | -5 | -0.3 | 0.6 | -1 | -4 | 5 | 0
CCOc1cccc(NC(=O)CSc2nncn2N)c1 | -15 | -2 | -2 | -49 | 0.4 | 0.7 | -3 | -6 | -4 | 5

Some of these compounds in order of SMILES length, low to high:
SMILES | RTF Ca sens inh | MOR-DOR inv ag | HTR5A ag ctr | HTR5A inv ctr | MOR-DOR ag | C-LANA FP | CAL PDZ FP | Keap1 Nrf2 FP | V-ATPase pHluor | cardiac RTF act
Cc1cccc(C)c1OCCCCCNCCO | 0 | -9 | 1 | -3 | 1.5 | 2.7 | -1 | 1 | 2 | 0
CCOc1cccc(NC(=O)CSc2nncn2N)c1 | -15 | -2 | -2 | -49 | 0.4 | 0.7 | -3 | -6 | -4 | 5
C=CCc1ccccc1OCC(=O)N/N=C/c1ccccc1OCC | -7 | -15 | -1 | 4 | 3.0 | -1.7 | -2 | -3 | 4 | 3
O=C(CC12CC3CC(CC(C3)C1)C2)NCc1ccc(F)cc1 | -3 | -30 | 1 | -2 | 6.5 | -0.9 | -4 | -1 | -1 | -2
Cc1ccc(S(=O)(=O)CC(=O)NCc2ccc(Cl)cc2)cc1 | 6 | 18 | -3 | 7 | -4.6 | 0.3 | -3 | -4 | 0 | -4
COc1ccc(-c2csc(Nc3ccccc3)[n+]2Cc2ccccc2)cc1 | -3 | 5 | 10 | -4 | -1.0 | -1.0 | 4 | -7 | -2 | -2
O=C(NCc1ccc(Cl)cc1)C1CCN(S(=O)(=O)N2CCOCC2)CC1 | 0 | 15 | 6 | 16 | -2.9 | 0.1 | -1 | -1 | 0 | 3
OCC[C@@H]1C[C@H](O)[C@@H](O)[C@@]2(Cc3ccccc3O2)O1 | -12 | -4 | 2 | -6 | 0.8 | 3.4 | -3 | 3 | 9 | -5
O=C(CCC(=O)N(CC(=O)NC1CCCC1)Cc1ccc2c(c1)OCO2)Nc1ccccn1 | -3 | 15 | 2 | 20 | -3.4 | -0.2 | -2 | -2 | -5 | -4
N=c1c(S(=O)(=O)c2ccc(Br)cc2)cc2c(=O)n3ccccc3nc2n1C1CCCCC1 | 1 | 14 | -4 | 16 | -2.7 | 3.9 | -1 | -1 | -2 | -1

(cont.)
SMILES | RTF Ca sens inh | MOR-DOR inv ag | HTR5A ag ctr | HTR5A inv ctr | MOR-DOR ag | C-LANA FP | CAL PDZ FP | Keap1 Nrf2 FP | V-ATPase pHluor | cardiac RTF act
COc1ccc2c(c1)CCN1C2CCN2C(=O)CCC21 (stereo unspecified) | -20 | 13 | 0 | 1 | -2.5 | 10 | -21 | 6 | -2 | 9
COc1ccc(/C(C)=N/NC(=O)OC(C)(C)C)cc1[N+](=O)[O-] | 0 | 8 | -1 | -4 | -1.6 | -0.8 | -2 | -7 | 0 | -2
CC1CCN(c2nc3c(c(=O)[nH]c(=O)n3C)n2Cc2ccccc2)CC1 | -2 | 16 | 2 | -6 | -3.2 | -1.7 | . | 1 | -3 | 2
O=C(CCNS(=O)(=O)c1ccccc1)NCCCc1ccccc1 | -22 | 13 | -1 | -23 | -2.6 | 0.4 | 3 | -2 | 7 | 1
CCC(C)C(Nc1ccc(C(=O)OC)cc1[N+](=O)[O-])C(=O)OC (stereo unspecified) | -5 | -23 | 2 | -7 | 3.8 | 0.5 | -4 | 0 | 3 | -7
CC(C)NC(=O)c1n[nH]c(=O)c2ccccc12 | 6 | -8 | 8 | -36 | 1.4 | -0.8 | -4 | -4 | -1 | -4
O=C1CC(N2CCN(S(=O)(=O)c3ccccc3)CC2)C(=O)N1c1ccccc1 (stereo unspecified) | -3 | 10 | 3 | 8 | -2.0 | -0.2 | 2 | 1 | -3 | -1
O=C(O)C1CCCCC1C(=O)Nc1ccc(S(=O)(=O)N2CCCCC2)cc1 (stereo unspecified) | -1 | 6 | 0 | -11 | -0.9 | -1.2 | -7 | -1 | -3 | -6
CCCC(=O)Nc1nnc(S(=O)(=O)N2CCCC2)s1 | -5 | 11 | 1 | -3 | -2.1 | 0.9 | . | -3 | -3 | 6
CCCCN1C(=S)NC[C@@H]1Cc1cccc2ccccc12 | -5 | -16 | -3 | 8 | 3.0 | -1.5 | -1 | -2 | 0 | 0
C/C(=C\c1ccccc1)C1NC(=O)c2c(sc3c2CCCC3)N1 (stereo unspecified) | 8 | -16 | 0 | 0 | 2.2 | -0.1 | -5 | -5 | -1 | 3
CC(=O)Oc1ccc(C(=O)Nc2cccc(C(=O)NC(C)(C)C)c2)cc1 | -4 | 1 | -2 | 5 | -0.1 | 0.7 | -1 | 3 | 0 | 0
CCOC(=O)C1=C(CNCCOc2ccc(OC)cc2)NC(=O)NC1c1ccc2c(c1)OCO2 (stereo unspecified) | -11 | 15 | -3 | 7 | -3.1 | -0.1 | -2 | -2 | 0 | -3
Cc1cc(C)cc(-n2c(C)cc(/C=N/NC(=O)c3cccc([N+](=O)[O-])c3C)c2C)c1 | -10 | -6 | -3 | -4 | 1.1 | -1.1 | 3 | -3 | 5 | -6
N/C(=N\c1nc2ccccc2o1)NC(=O)c1ccccc1 | -4 | -10 | 4 | -3 | 2.0 | 2.7 | 2 | -6 | 3 | 0
CCOc1ccc(S(=O)(=O)N2CCOCC2)cc1NC(=O)CN1C(=O)NC(C)(c2ccc(C)cc2)C1=O (stereo unspecified) | 2 | 0 | 0 | -13 | -0.1 | 2.2 | -3 | -5 | 0 | 0
COc1cccc(C2=NCCc3cc4c(cc32)OCO4)c1OC | -1 | 1 | 3 | -10 | -0.2 | 0.8 | 7 | -5 | -1 | -4
Cc1cc(Cl)ccc1OCCCC(=O)NCc1ccccn1 | -1 | 15 | -3 | 9 | -3.0 | 0.6 | -3 | 1 | -1 | -4
CCCc1ccc(NC(=O)C2CCCN(c3cnccn3)C2)cc1 (stereo unspecified) | -3 | 13 | -2 | -22 | -2.4 | -1.3 | -21 | -2 | 0 | -4
Cc1nc2ccccc2c2ncccc12 | -4 | 19 | 0 | -1 | -4.3 | 3.0 | -5 | 0 | 1 | -6
COc1ccc(NC(=O)COC(=O)/C=C/c2ccc(OC)c(S(=O)(=O)N3CCOCC3)c2)cc1 | -7 | 11 | 1 | -8 | -2.1 | 1.4 | -3 | -10 | 1 | 6
O=C(CCCN=C1NS(=O)(=O)c2ccccc21)OCC(=O)c1ccc(F)cc1 | 8 | 7 | 8 | -25 | -1.1 | 0.6 | 9 | -4 | -4 | -3
CC(C)(C)OC(=O)NCC(=O)Oc1cc2oc(=O)cc(-c3ccccc3)c2cc1Cl | -2 | -1 | 5 | -16 | 0.2 | 1.4 | 0 | 0 | 0 | 11
CC1SC(=NC(=O)c2ccncc2)NC1=O (stereo unspecified) | 2 | 18 | -4 | 11 | -3.9 | -0.3 | 1 | -5 | 1 | 0
